Bioassay records deposited in PubChem BioAssay by National Center for Advancing Translational Sciences (NCATS).
Tau fluor cs – Counterscreen qHTS for Inhibitors of Tau Fibril Formation, Fluorescence Polarization | tau K18 P301L (four-repeat tau fragment) Alexa594 fluorescence, heparin fibrillization | Potency, µM (series often up to 57.7 µM), without a hit: at the highest dose activity change, negative = decrease | actives 0.93% (n = 280,000) | AID 1463, 2008; further: potency means the concentration at half of the fitted maximal effect; on the % scale 0 is the no-effect control and ±100 the full control effect; nearly all actives have a fitted effect of over 55% in size
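Human K18 P301L tau (15 uM unlabeled plus 0.24 uM Alexa 594-labeled, final) in 100 mM sodium acetate pH 7 was mixed with compound and 20 uM heparin and incubated 6 hr at 37 C.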
aGal spleen mod – qHTS Assay for Inhibitors and Activators of Human alpha-Galactosidase From Spleen Homogenate; Potency, µM (doses to about 80 µM), without a hit: top-dose activity change, negative = inhibition, actives largely listed as inhibitors; actives 0.008% (n = 240,000); human spleen homogenate, 4MU-alpha-Gal fluorescence, 40 min; Alpha-galactosidase A (Homo sapiens), P06280;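 further: potency means the concentration at half of the fitted maximal effect; 0% = enzyme with vehicle and -100% = no enzyme basal signal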
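Human spleen homogenate (1 ug) as enzyme source, 4-methylumbelliferyl-alpha-D-galactopyranoside 1 mM final, citrate/phosphate pH 5.0 with 0.01% Tween-20. Compounds 40 min at 37C, NaOH/glycine stop; fluorescence Ex 365/Em 440, Hill-fit AC50.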
NPSR antagonist – qHTS Assay for Antagonists of the Neuropeptide S Receptor: cAMP Signal Transduction; Potency, µM (top dose mostly 38.3 µM), without a hit: top-dose activity change, negative = inhibition, most hits filed as inhibitors; AID 1461, 2008; actives 1% (n = 220,000); CHO-NPSR cells, cAMP TR-FRET, antagonist mode; Q6W5P4; further: potency means the concentration at half of the fitted maximal effect; on the % scale 0 is the no-effect control and ±100 the full control effect; nearly all actives have a fitted effect of over 50% in size; many of its hits are not listed in these tables
Target sequence (Q6W5P4 whole entry, looked up): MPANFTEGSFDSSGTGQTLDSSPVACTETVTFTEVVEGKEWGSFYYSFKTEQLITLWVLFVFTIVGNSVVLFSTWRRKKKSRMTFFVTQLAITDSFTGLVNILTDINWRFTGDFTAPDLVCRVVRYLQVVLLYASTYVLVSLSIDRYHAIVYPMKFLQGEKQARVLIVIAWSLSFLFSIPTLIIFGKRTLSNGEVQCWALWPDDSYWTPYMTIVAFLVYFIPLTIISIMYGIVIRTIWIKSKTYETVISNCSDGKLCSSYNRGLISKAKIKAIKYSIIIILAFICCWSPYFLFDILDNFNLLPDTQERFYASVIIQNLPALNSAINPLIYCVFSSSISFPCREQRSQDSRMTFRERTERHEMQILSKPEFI
TexasRed fluor – Total Fluorescence Counterscreen for Inhibitors of the Interaction of Thyroid Hormone Receptor and Steroid Receptor Coregulator 2; TRb/SRC2 Texas Red total fluorescence interference; Potency, µM (doses to about 106 µM), for the others: top-dose fluorescence change, negative = quenching; actives 0.29% (n = 280,000); AID 1479, 2009; active means well fitted curve in either direction with a large enough effect; inconclusive means small, poorly fitted or top-dose-only effect; further: potency means the concentration at half of the fitted maximal effect; on the % scale 0 is the no-effect control and ±100 the full control effect
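Human TRb ligand-binding domain at 0.6 uM with 20 nM Texas Red SRC2 peptide in Tris buffer containing 1 uM T3 and 5% DMSO, incubated with compound 5 h at ambient temperature. Total fluorescence (555/632 nm) calculated as parallel + 2 × perpendicular.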
Epigenetic derep – Quantitative High-Throughput Screen for Regulators of Epigenetic Control; Potency, µM (series often up to 53.9 µM), without a hit: top-dose GFP activation, most hits filed as activators; murine LDR cells, GFP reporter derepression, 30 h; actives 0.2% (n = 280,000); further: potency means the concentration at half of the fitted maximal effect; % of control where 0% means no effect; nearly all actives have a fitted effect of over 60% in size
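Murine LDR cells bearing a silenced CMV-driven GFP reporter were exposed to compound for 30 h at 37 C. After PBS washes, GFP-positive cells (20-120 um objects) counted by laser-scanning microplate cytometry.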
CBFb RUNX1 block – qHTS Assay for Compounds Blocking the Interaction Between CBF-beta and RUNX1 for the Treatment of Acute Myeloid Leukemia | Runt-related transcription factor 1 (Homo sapiens) + Core-binding factor subunit beta … | AlphaScreen CBFb-His/RUNX1-biotin binding, biochemical | Potency, µM (doses to about 59.8 µM), for inactives: at the highest dose activity, negative = inhibition, hits mostly inhibitors | 230,000 tested, under 10 active; further: % of control where 0% means no effect
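Interaction loss through any mechanism counts as activity. Pre-formed complex of His-CBF-beta and biotin-RUNX1 (30 nM apiece) is incubated with compound 15 min, then with 50 ng nickel and 50 ng streptavidin beads for 90 min before AlphaScreen detection.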
Tau fibril FP – qHTS for Inhibitors of Tau Fibril Formation, Fluorescence Polarization; actives 0.39% (n = 280,000); AID 1468, 2008; K18 P301L tau heparin fibrillization, Alexa594 FP, 6 h; Potency, µM (series often up to 57.7 µM), for the others: at the highest dose activity, negative = inhibition, hits mostly inhibitors; Microtubule-associated protein tau (Homo sapiens), P10636; further: potency means the concentration at half of the fitted maximal effect; on the % scale 0 is the no-effect control and ±100 the full control effect; nearly all actives have a fitted effect of over 55% in size
Target sequence (P10636 561-689 P618L limits assumed): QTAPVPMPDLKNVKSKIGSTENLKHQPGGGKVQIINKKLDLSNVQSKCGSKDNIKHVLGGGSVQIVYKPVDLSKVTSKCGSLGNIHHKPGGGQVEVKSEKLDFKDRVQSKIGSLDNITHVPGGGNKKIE
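Steps: dispense K18 P301L tau (15 uM plus 0.24 uM Alexa 594 tracer, final) in pH 7 sodium acetate; add compound; add heparin (20 uM final); incubate 6 hr, 37 C; add ThT (30 uM final); after 1 hr ambient, read FP.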
TRb SRC2 PPI – qHTS for Inhibitors of the Interaction of Thyroid Hormone Receptor and Steroid Receptor Coregulator 2; TRbeta-SRC2 peptide binding, fluorescence polarization; receptor liganded with 1 µM T3; actives 0.065% (n = 280,000); Thyroid hormone receptor beta (Homo sapiens), P10828; AID 1469, 2008; Potency, µM (highest dose often 106 µM), without a hit: at the top dose activity change, negative = inhibition, usual class: inhibitors;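 further: potency means the concentration at half of the fitted maximal effect; plate controls were bound peptide for no effect and peptide without receptor for full effect; nearly all actives have a fitted effect of over 50% in size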
Target sequence (P10828 whole entry, looked up): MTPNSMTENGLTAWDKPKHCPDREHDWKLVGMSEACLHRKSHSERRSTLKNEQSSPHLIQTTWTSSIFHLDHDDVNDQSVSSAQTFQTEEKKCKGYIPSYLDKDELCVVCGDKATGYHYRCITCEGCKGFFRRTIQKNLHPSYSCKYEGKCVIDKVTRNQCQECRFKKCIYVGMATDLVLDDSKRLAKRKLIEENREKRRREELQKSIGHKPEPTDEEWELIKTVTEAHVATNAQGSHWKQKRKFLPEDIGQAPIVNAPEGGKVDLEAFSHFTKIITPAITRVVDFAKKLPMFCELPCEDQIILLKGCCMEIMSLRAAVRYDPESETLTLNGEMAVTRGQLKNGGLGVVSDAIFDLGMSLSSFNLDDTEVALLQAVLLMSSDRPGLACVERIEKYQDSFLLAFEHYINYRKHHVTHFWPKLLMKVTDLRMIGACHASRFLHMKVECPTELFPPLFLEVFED
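Decrease in fluorescence polarization of 20 nM Texas Red SRC2 coactivator peptide flagged inhibition of its binding to 0.6 uM TRb LBD; 1 uM T3 included, incubation 5 hr, ex 555/em 632 nm.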
* marks the source's active call; other numbers are inactive results; ? = inconclusive; / = no result given; [ ] = dose if it differs, or a comment. Unless noted, the call rests on the fitted dose curve; in most records, active means well fitted curve in the direction sought with a large enough effect; inconclusive means small, poorly fitted or top-dose-only effect, or another doubt; inactive means no such curve, though single readings can be large; an effect the other way counts as inactive or inconclusive. A portion of the library, so the mix of outcomes need not match the whole.

compound | TRb SRC2 PPI | Epigenetic derep | TexasRed fluor | NPSR antagonist | Tau fibril FP | aGal spleen mod | Tau fluor cs | CBFb RUNX1 block
CCc1nnc2n1N=C(c1ccc(-c3cc(Cl)ccc3Cl)o1)CS2 | -0.6% | 3.8% | 3.2% | -14.5%[46.1 µM] | -7.6% | -7.2% | -15.8% | -6.2%
COc1ccc(Nc2nc(C)c3ccccc3n2)cc1 | -4.3% | 0.0% | -3.0% | 5.9%[46.1 µM] | 13.4% | 6.4% | ? | -5.0%
CSc1nc(C)c(C(=O)C[n+]2ccccc2)cc1C#N | -3.1% | -1.3% | 1.2% | -16.8% | -0.2% | 7.1% | -13.2% | -6.0%
Cc1cc2c(N=NC(=O)CCc3ccccc3)c(O)[nH]c2cc1Br | -7.1% | 18.7% | 0.8% | -0.5% | -9.8% | 2.2% | -26.9% | 2.2%
O=c1c2cc3c(=O)n(-c4ccccc4O)c(=O)c3cc2c(=O)n1-c1ccccc1O | -3.9% | ? | -1.6% | 2.7% | -12.0% | -5.7% | -4.7% | 8.9%
CCCc1cc(=O)[nH]c(SCc2nc(-c3ccccc3)no2)n1 | -8.8% | 10.3% | -3.7% | / | 1.2% | / | 9.3% | /
CC1=NNC(=O)C1CC(=O)N/N=C(/C)c1cccc([N+](=O)[O-])c1 (stereo unspecified) | 2.1% | -0.2% | -2.3% | 23.1% | -5.8% | 5.6% | -7.6% | 1.3%
CC(=O)c1cc(C#N)c(SCC(=O)O)nc1C | 1.3% | -0.2% | -3.4% | -5.4%[46.1 µM] | 1.6% | 5.9% | -10.3% | -3.9%
COc1ccc(N(CC(=O)Nc2ccc3c(c2)OCO3)S(=O)(=O)c2ccccc2)cc1OC | -6.9% | -1.2% | -1.0% | -7.3% | 5.1% | -3.9% | ? | -2.7%
C=CCn1nnnc1SCC(=O)Nc1ccccc1C(=O)OC | -2.9% | -5.7% | -1.8% | 8.3%[46.1 µM] | -3.6% | -5.4% | -1.7% | 5.3%
Cc1csc(SC(C)c2nc3scc(-c4ccccc4)c3c(=O)[nH]2)n1 (stereo unspecified) | 2.5% | 2.2% | -2.1% | -10.1% | 1.8% | 3.1% | -24.2% | 1.1%
COc1cc2cc(C#N)c(SCC(=O)N3CCOCC3)nc2cc1OC | -0.7% | -0.8% | -8.8% | -9.1%[46.1 µM] | -8.8% | 16.9% | -9.1% | -6.8%
Cc1ccccc1C1CC(=O)Nc2ccc3ccccc3c21 (stereo unspecified) | -2.8% | -1.0% | -0.5% | / | 0.6% | / | -8.2% | /
CC(C)c1nn2c(=O)cc(COC(=O)c3cccc(NC(=O)CCc4ccccc4)c3)nc2s1 | 9.0% | -4.6% | -0.1% | / | -6.1% | / | -23.8% | /
COc1ccc(S(=O)(=O)NCCc2csc(-c3cccc(F)c3)n2)cc1OC | 4.0% | -2.8% | -20.4% | / | -7.4% | / | -9.1% | /

Fetched by compound from the list above, 3 records:
compound | TRb SRC2 PPI | Epigenetic derep | TexasRed fluor | NPSR antagonist | Tau fibril FP | aGal spleen mod | Tau fluor cs | CBFb RUNX1 block
CSc1nc(C)c(C(=O)C[n+]2ccccc2)cc1C#N | -3.1% | -1.3% | 1.2% | -16.8% | -0.2% | 7.1% | -13.2% | -6.0%
COc1ccc(S(=O)(=O)NCCc2csc(-c3cccc(F)c3)n2)cc1OC | 4.0% | -2.8% | -20.4% | / | -7.4% | / | -9.1% | /
CCc1nnc2n1N=C(c1ccc(-c3cc(Cl)ccc3Cl)o1)CS2 | -0.6% | 3.8% | 3.2% | -14.5%[46.1 µM] | -7.6% | -7.2% | -15.8% | -6.2%

Additional compounds follow.
compound | TRb SRC2 PPI | Epigenetic derep | TexasRed fluor | NPSR antagonist | Tau fibril FP | aGal spleen mod | Tau fluor cs | CBFb RUNX1 block
CC1SC(c2ccc(Cl)cc2Cl)NC1=O (stereo unspecified) | -1.6% | -1.0% | -0.7% | 6.3%[46.1 µM] | 2.8% | -2.4% | 5.0% | 2.4%
Clc1ccc(-c2csc(N3CCOCC3)n2)cc1 | -2.1% | 1.1% | -8.0% | -1.9% | 0.1% | 1.6% | -19.6% | -19.6%
Cc1csc2nc(COC(=O)c3ccccc3NC(=O)c3ccccc3Cl)cc(=O)n12 | -6.1% | -3.3% | 0.6% | / | 2.5% | / | -4.4% | /
COC(=O)c1c(N)n(CCCN2CCOCC2)c2nc3ccccc3nc12 | -7.5% | -0.9% | -1.0% | -3.5%[46.1 µM] | 5.0% | ? | 5.6% | 1.0%
COc1ccc(NC(=S)Nc2cnc3ccccc3c2)c(OC)c1 | -5.1% | -0.1% | -8.9% | -9.1% | 6.9% | 19.4% | -19.3% | 0.9%
CCOC(=O)c1c(C)oc2nc(C)nc(NCCCN3CCN(c4cccc(C)c4)C(C)C3)c12 (stereo unspecified) | -9.5% | 0.0% | 44.7µM*[quencher] | / | 2.1% | / | -5.1% | /
CSc1nncc(-c2ccc(F)cc2)n1 | -0.2% | -0.2% | 0.5% | 28.1%[46.1 µM] | -1.2% | 6.3% | -2.4% | 1.5%
COc1ccc(N2CCN(C(=O)c3ccc(-c4nc(COc5ccccc5)c(C)o4)cc3)CC2)cc1 | 2.1% | -2.5% | 0.3% | / | 9.8% | / | -0.1% | /
CCCOC(=O)CCCCC1SCC(NC(=O)OC)C1NC(=O)OC (stereo unspecified) | -1.8% | 0.8% | -1.5% | 6.7%[46.1 µM] | -2.8% | 6.1% | -2.3% | 0.7%
CC1=NNC(=O)/C1=C\c1cn(-c2ccccc2)nc1-c1cccs1 | 5.6% | 2.3% | -0.4% | 10µM* | 8.8% | -4.0% | -9.9% | -5.1%
COc1ccc(C(NC(=O)C(C)(C)C)NC(=O)C(C)(C)C)cc1 | 3.1% | 1.2% | 1.5% | ? | -13.6% | -7.4% | -9.0% | -12.2%
C=C1CN(C(C(=O)OC)C(C)C)S(=O)(=O)c2ccc(F)cc21 (stereo unspecified) | 6.3% | / | -1.6% | / | / | 3.2% | / | 18.8%
CCOc1c(N2CC(C)OC(C)C2)c(=O)c1=O (stereo unspecified) | 4.4% | 1.1% | -3.3% | 15.9% | 5.9% | 1.6% | 9.5% | 9.0%
Cc1ccc(C)c(N2CCN(C(=O)Cn3ncc4c(=O)oc5ccccc5c43)CC2)c1 | -11.4% | -1.0% | -0.4% | / | -1.6% | / | -2.6% | /
c1ccc(Oc2cccc(OCCn3cncn3)c2)cc1 | 1.1% | -1.1% | -2.7% | -12.0%[46.1 µM] | 4.0% | -3.3% | -1.9% | 6.5%
Cc1ccc(C)c(NC(=O)CCOc2ccccc2)c1 | -11.3% | 3.2% | 5.2% | / | 5.7% | / | -0.8% | /
CC(C)(C)C(=O)Nc1cc(C(F)(F)F)ccc1N1CCOCC1 | -1.9% | 2.6% | 2.6% | -13.4%[46.1 µM] | 4.6% | -7.3% | -6.6% | -2.0%
CCc1nnc(N2C(=N)SCC2=O)s1 | 1.2% | -5.8% | -3.7% | 19.2% | 4.0% | -1.7% | -11.9% | 13.0%
O=C(NCc1ccccc1)c1ccc(Cn2c(=O)c3cccn3c3cccnc32)cc1 | -4.1% | ? | -0.2% | / | -16.2% | / | -14.0% | /
CCc1[nH]nc(C(=O)N2CCCC(CNS(=O)(=O)c3cccs3)C2)c1C (stereo unspecified) | 0.7% | -4.9% | 0.5% | -17.6% | 2.8% | 1.7% | -4.8% | 6.5%
N#CCc1c(C#N)c(N)nc(N2CCN(S(=O)(=O)c3ccccc3)CC2)c1C#N | -7.0% | 1.0% | 6.5% | -17.2%[46.1 µM] | 6.5% | 6.1% | -6.9% | 11.2%
O=C(CSc1nc(=O)n(Cc2ccccn2)c2c1CCC2)Nc1cccc(Cl)c1 | -10.8% | 1.3% | 0.9% | / | -5.3% | / | -13.6% | /
OC1C2CN3CCN(C2)CC1(Cc1ccccc1)C3 (stereo unspecified) | -5.3% | 4.3% | 2.8% | -11.5%[46.1 µM] | -3.1% | -5.4% | -7.1% | 2.4%
COC(=O)C1=CN(C)C=C(C(=O)OC)C1c1ccsc1 | 1.6% | -1.0% | 0.2% | -12.2%[46.1 µM] | 2.2% | ? | 0.9% | 4.3%
Cc1ccc(O)c(N)c1 | 1.8% | / | -0.8% | / | / | 0.2% | / | -1.0%[21.7 µM]
CC(=O)c1ccc(N2CCN(C(=O)c3cc4c(s3)CCCC4)CC2)cc1 | -1.5% | -0.4% | 0.4% | -43.5% | 1.9% | 2.5% | -0.1% | -3.5%
CC(=O)N1N=C(c2ccco2)CC1c1ccc(C)cc1 (stereo unspecified) | 1.1% | -1.0% | -1.2% | 13.0% | -0.3% | 2.4% | 0.1% | -0.9%
CCCCn1nc(NC(=O)c2cccs2)c2cc3ccccc3nc21 | 11.4% | ? | 0.1% | -29.7%[46.1 µM] | ? | 20.1% | -18.6% | ?
O=C1CCCN1CCCNS(=O)(=O)c1ccc(Br)cc1 | -9.6% | -2.7% | -0.7% | -6.7% | 1.6% | -4.6% | -9.1% | 2.2%
C[C@H](N)C(=O)OCc1ccc([N+](=O)[O-])cc1 | 2.8% | 0.1% | -0.2% | -23.9% | 6.7% | -1.4% | -10.7% | -2.0%
Cc1onc(-c2ccccc2)c1C(=O)NC(C)C1CCCO1 (stereo unspecified) | -0.1% | 0.0% | 1.5% | -12.6%[46.1 µM] | -1.4% | 12.4% | 2.2% | 1.8%
O=C(Nc1sc2c(c1C(=O)O)CCCC2)c1cccs1 | -2.8% | 0.0% | -6.9% | -5.5%[46.1 µM] | -0.7% | 3.7% | -18.1% | -4.2%
